# ATG4B inh – blocks human ATG4B protease cleavage of LC3 substrate; ATG4B cleavage of LC3-PLA2, NBD-HPC fluorescence, 1 h; inhibition, % at 8.33 µM; 340,000 compounds, 0.51% hits; AID 504462; in the data active = inhibition above about 40%
# Target sequence (Q9Y4P1 whole entry, looked up): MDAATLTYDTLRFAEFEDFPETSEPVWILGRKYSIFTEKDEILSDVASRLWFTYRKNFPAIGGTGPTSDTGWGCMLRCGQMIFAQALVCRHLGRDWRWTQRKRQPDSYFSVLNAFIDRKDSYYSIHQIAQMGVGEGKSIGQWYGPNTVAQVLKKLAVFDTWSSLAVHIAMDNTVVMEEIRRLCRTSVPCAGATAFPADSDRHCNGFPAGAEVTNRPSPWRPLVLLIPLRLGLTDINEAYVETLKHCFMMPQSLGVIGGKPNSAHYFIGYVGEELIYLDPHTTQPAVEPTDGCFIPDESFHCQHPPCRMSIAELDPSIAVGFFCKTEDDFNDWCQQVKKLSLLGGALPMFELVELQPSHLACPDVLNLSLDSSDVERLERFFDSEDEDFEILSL
# hIAP activ – increases human intestinal alkaline phosphatase activity | purified human IAP, CDP-Star luminescence, 30 min; stronger effect = higher value; 1 = vehicle-only enzyme, 0 = enzyme-free background | activation factor at 10 µM | 330,000 compounds, 0.16% hits;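 active = activation factor of the enzyme at least 2-fold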; also: the source names both 10 and 20 µM as test concentration; values of inactives mirror those of a sister screen read the other way
# hIAP block – human IAP inhibition | 330,000 compounds, 0.12% hits | inhibition, % at 10 µM | purified IAP, CDP-Star luminescence, 30 min | P09923;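 active = inhibition reaching a set limit with compound at 10 µM in the primary screen, cut at about 35% in these data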;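 also: plate controls were DMSO wells with enzyme for no effect and no-enzyme buffer wells for full effect; values of inactives mirror those of a sister screen read the other way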
# A3G deaminase – APOBEC3G (human) deaminase inhibition | recombinant A3G, ssDNA deamination FAM/TAMRA fluorescence | 330,000 compounds, 0.28% hits | inhibition, % at 20 µM;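 active = inhibition of at least 40% at 20 µM, with no more than 30% in the related APOBEC3A deaminase screen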;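 also: plate controls were DMSO wells with A3G for no effect and wells lacking A3G enzyme for full effect; some compounds called inactive have numbers as strong as hits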
# Target sequence (Q9HC16 whole entry, looked up): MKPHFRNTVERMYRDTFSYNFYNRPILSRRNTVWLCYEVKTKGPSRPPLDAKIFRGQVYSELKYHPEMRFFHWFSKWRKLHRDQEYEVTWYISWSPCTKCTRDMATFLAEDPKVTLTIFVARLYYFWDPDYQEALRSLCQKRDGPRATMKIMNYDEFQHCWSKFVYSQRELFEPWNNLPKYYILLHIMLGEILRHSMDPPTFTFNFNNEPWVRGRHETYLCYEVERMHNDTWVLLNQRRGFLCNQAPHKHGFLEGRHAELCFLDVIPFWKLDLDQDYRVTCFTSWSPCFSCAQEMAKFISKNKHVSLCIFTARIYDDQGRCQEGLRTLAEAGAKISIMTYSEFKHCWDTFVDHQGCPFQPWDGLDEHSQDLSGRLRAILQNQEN
# mIAP activ – mouse IAP activation. muIAP, CDP-Star luminescence, 30 min; stronger effect = higher value; 1 = vehicle-only enzyme signal, 0 = enzyme-free wells. activation factor at 10 µM. 330,000 compounds, 0.24% hits. AID 2805;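 active = activation factor of at least 2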; also: the source names both 10 and 20 µM as test concentration; values of inactives mirror those of a sister screen read the other way
#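 Assay system: mouse IAP enzyme / Compound: DMSO-dissolved test compounds / Timing: 30 min, room temperature / Measured by: luminescence from enzymatic CDP-Star hydrolysis / Control set: DMSO-only wells, enzyme-free buffer wells as negative control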
# A3A deaminase – inhibitors of human APOBEC3A DNA deaminase | P31941 | recombinant A3A, FAM/TAMRA ssDNA deamination fluorescence | inhibition, % at 20 µM | 330,000 compounds, 0.41% hits;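 active = at least 40% inhibition at 20 µM here, with at most 30% in a related deaminase screen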;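 also: plate controls were A3A with DMSO for no effect and wells lacking A3A enzyme for full effect; some results filed as inactive read as strong as hits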
# Target sequence (P31941 whole entry, looked up): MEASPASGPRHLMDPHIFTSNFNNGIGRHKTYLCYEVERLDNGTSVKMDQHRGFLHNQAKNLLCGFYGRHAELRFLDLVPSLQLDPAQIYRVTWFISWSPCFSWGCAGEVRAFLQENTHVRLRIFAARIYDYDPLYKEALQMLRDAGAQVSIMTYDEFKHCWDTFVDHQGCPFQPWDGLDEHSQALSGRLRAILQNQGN
# mIAP block – blocks mouse intestinal alkaline phosphatase; purified mouse IAP, CDP-Star luminescence, 30 min; AID 2806; inhibition, % at 10 µM; 330,000 compounds, 0.2% hits;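 active = inhibition of at least 40% at 10 µM in the primary screen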;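 also: plate controls were DMSO with enzyme for no effect and no enzyme wells for full effect; values of inactives mirror those of a sister screen read the other way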
# MIN6 prolif – inducers of beta-cell replication in MIN6 cells; MIN6 cells proliferation, ATPlite luminescence, 48 h; cells starved in 0.2% serum; 100% = growth in 10% serum; proliferation, % at 10 µM; 330,000 compounds, 0.29% hits;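 active = compounds whose signal lies at least 3.5 SD above the mean of all wells on their plate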;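 also: 0% = DMSO-treated cells in low-serum medium and 100% = 10% serum control; some compounds called inactive have numbers as strong as hits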
# MPTP block – blocks calcium-induced mitochondrial swelling. 360,000 compounds, 1.4% hits. inhibition, % at 10 µM. isolated mouse mitochondria, Ca2+ swelling absorbance, 30 min;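 active = inhibition of 50% or more, scaled per plate between neutral and stimulator controls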;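 also: 0% = DMSO wells given calcium and 100% = 1 mM EGTA wells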
# * marks the source's active call; other numbers are inactive results; . = not tested or not shown. Not a hit list. Share with any hit: about 3.3%.
SMILES,ATG4B inh,hIAP activ,hIAP block,A3G deaminase,mIAP activ,A3A deaminase,mIAP block,MIN6 prolif,MPTP block
CCN(CC(=O)Nc1ccccc1OC)CC(=O)Nc1sccc1C#N,-3,1.7,-65,-12,1,-3,-2,1,-2.1
COCC1CCCN(C(=O)c2ccc(OC3CCN(Cc4ccccn4)CC3)cc2)C1 (configuration not stated),30,1.1,-12,-7,1,-8,-2,-3,1.1
N#CCCn1cc(C(=O)O)c(-c2ccc3ccccc3c2)n1,1,0.98,2,4,1,-1,-4,-4,0.8
CC1C(c2ccccc2)=NNc2nc3c(c(=O)n(C)c(=O)n3C)n21 (configuration not stated),-6,1,-2,-6,0.96,-1,4,-1,.
CN1C(=O)C(O)(CC(=O)c2cccs2)c2ccccc21 (configuration not stated),-4,0.96,4,-6,0.98,-2,2,0,0.5
OC1CCCN(c2c3c(nc4cc(-c5cccc(F)c5)nn24)CCCC3)C1 (configuration not stated),-15,0.92,8,-4,0.98,-1,2,1,1.5
CC(C)(C)NC(=O)C(c1ccc(O)cc1)N(C(=O)Cn1nnc(-c2ccc(F)cc2)n1)c1ccccc1F (configuration not stated),-4,1.1,-8,-4,1.1,0,-8,-3,1.3
Cc1csc2ncc(C(=O)Nc3cccc(C(F)(F)F)c3)c(=O)n12,-6,1,0,-6,0.93,-1,8,-1,1.4
Cc1ccc(NC2CCCN(C(=O)CSc3ccncc3)C2)cc1C (configuration not stated),-6,1,-4,-2,0.92,-3,8,-3,0.8
O=c1ccc2cc(S(=O)(=O)N3CCN(c4ccc(Cl)cc4)CC3)ccc2o1,-1,0.86,14,-11,0.96,-5,4,-2,1.1
O=C(CN1C(=O)NC2(CCCC2)C1=O)OCc1cc(=O)n2cc(Br)ccc2n1,-8,1,-2,14,1.1,29,-6,-2,1.1
CCOC(=O)c1ccc(NC(=O)CSc2nnnn2C2CCCCC2)cc1,-7,0.97,2,-6,0.93,-3,7,0,-0.4
CCSC1=N/C(=C\c2ccccc2)C(=O)N1,-13,1.1,-8,-5,1,2,-4,0,-2.0
Cc1ccc(S(=O)(=O)N(C)CC(=O)N2CCCc3ccccc32)cc1,-2,1.1,-10,-7,1.1,-6,-6,-1,-0.6
CCN(CC)Cc1c(O)ccc2c([N+](=O)[O-])c(C)n(-c3ccc(OC)cc3)c12,-1,0.94,6,-4,0.82,-5,18,-2,1.1

# 2 entries from above, as labelled records.
smiles: CC1C(c2ccccc2)=NNc2nc3c(c(=O)n(C)c(=O)n3C)n21 (configuration not stated)
  ATG4B inh = -6; hIAP activ = 1; hIAP block = -2; A3G deaminase = -6; mIAP activ = 0.96; A3A deaminase = -1; mIAP block = 4; MIN6 prolif = -1; MPTP block = .

smiles: CN1C(=O)C(O)(CC(=O)c2cccs2)c2ccccc21 (configuration not stated)
  ATG4B inh = -4; hIAP activ = 0.96; hIAP block = 4; A3G deaminase = -6; mIAP activ = 0.98; A3A deaminase = -2; mIAP block = 2; MIN6 prolif = 0; MPTP block = 0.5

# (list continues)
SMILES,ATG4B inh,hIAP activ,hIAP block,A3G deaminase,mIAP activ,A3A deaminase,mIAP block,MIN6 prolif,MPTP block
COc1ccc(OC)c(S(=O)(=O)Nc2c(C)n(C)n(-c3ccccc3)c2=O)c1,8,1.1,-9,-8,1,-7,-5,2,-0.2
COc1ccc(NC(C)=O)cc1S(=O)(=O)NCCc1ccccn1,-7,0.96,4,0,0.98,0,2,-5,-0.1
Cc1ccc(-c2cnc(-c3ccccc3C(=O)O)o2)cc1,6,0.97,3,-9,0.97,0,3,-2,-0.2
Cc1cc(C)cc(N(C(=O)c2csnn2)C(C(=O)NC2CCCCC2)c2ccncc2)c1 (configuration not stated),-1,1,0,-8,0.97,0,3,-1,1.0
O=C(N/N=C/c1ccsc1)c1cc2ccccc2o1,4,0.79,21,-5,0.92,-4,8,0,-0.8
NC(=S)N=Nc1c(O)n(CCCl)c2ccccc12,-2,0.89,11,-2,0.82,-2,18,0,-2.2
O=C(N/N=C/c1ccccc1Cl)C1CC1,6,0.94,6,-8,1,-2,-2,4,1.0
COCCNC(=O)NC(=O)COC(=O)C1(c2ccc(Cl)cc2)CC1,-5,1.1,-8,-3,1,4,-5,3,-0.8
CN1CCN(C(=O)C2CCN(S(=O)(=O)c3ccc(F)cc3)CC2)CC1,-8,0.95,5,-11,1,-2,-1,-3,-1.2
Cc1cccc(CS(=O)(=O)c2nnc([C@H](Cc3ccccc3)NC(=O)OC(C)(C)C)o2)c1,-1,1,-2,-5,0.94,-1,6,-6,1.1
O=C(O)CCc1nc2cc(C(F)(F)F)ccc2n(Cc2ccccc2)c1=O,1,1.1,-10,-7,1.1,1,-6,-3,-2.4
Cc1nc(N2CCN(S(=O)(=O)c3ccc(F)cc3)CC2)c2c(-c3cccs3)csc2n1,-15,0.88,12,-7,1,-2,0,-3,0.0
COCCn1c(SCc2nc3scc(-c4ccc(Cl)cc4)c3c(=O)[nH]2)nnc1-c1cccc(C)c1,1,1.2,-18,-4,0.89,1,11,-5,5.9
COc1cccc(C(=O)Nc2ccccc2)c1,-6,0.8,20,-1,0.96,4,4,2,-0.4
CCNc1nc(NCC)nc(NS(=O)(=O)c2ccc(N)cc2)n1,1,1.2,-21,-1,0.99,-3,1,-1,-0.2
C=CCn1cnc2c(sc3nc(C)cc(C)c32)c1=O,-2,1.2,-15,1,0.99,0,1,2,2.8
Cc1ccc(S(=O)(=O)N2CCN(C(=O)COC(=O)c3oc4ccccc4c3C)CC2)cc1,-6,1,-4,-10,0.91,-1,9,-5,-0.3
CCN1CCCC1CN(Cc1cc2ccc(C)cc2[nH]c1=O)C(=S)Nc1ccccc1C(=O)OC (configuration not stated),-10,0.97,3,-2,0.87,1,13,-4,-0.9
CC(C)(C)c1ccc(S(=O)(=O)N2CCN(Cc3cc4c(cc3O)OCO4)CC2)cc1,-10,0.82,18,-4,0.9,-4,10,0,-0.6
O=C1[C@H]2[C@@H](c3ccc(F)cc3)N3C(=O)N(c4cccc(F)c4)C(=O)[C@@]3(Cc3ccc(Cl)cc3)[C@H]2C(=O)N1C1CCCCC1,-7,0.94,6,-2,1,-1,-4,-8,0.5
COc1cc2c(cc1OC)CN(C(=O)COc1ccccc1[N+](=O)[O-])CC2,-6,1.2,-16,-5,1,-2,-1,-3,0.0
O=C(O)c1cccnc1SCC(=O)N1CCCc2ccccc21,-7,0.94,6,-5,1.1,18,-12,-2,1.0
CC(C)CNC(=O)C1Nc2ccc(C(F)(F)F)cc2C2C=CCC12 (configuration not stated),-8,0.98,2,-8,0.98,-1,2,-2,-0.3
Cc1ccc(OCCCN2CCCC2)c(C)c1,6,1,-4,1,0.99,-1,1,-2,-3.5
COC(=O)N1CCN(S(=O)(=O)c2ccc(F)cc2)CC1,6,0.97,3,-4,0.94,0,6,4,-1.9
CCOC(=O)c1c(C(=O)OCC)c(C)n(CCc2ccccc2)c1C,-4,1,-5,1,1,2,-4,0,2.2
CC1CN(C2=NC(=O)/C(=C3/C(=O)N(Cc4ccc(F)cc4)c4ccccc43)S2)CC(C)O1 (configuration not stated),-10,0.75,25,1,0.9,-2,10,0,6.5
CN(CC(=O)NCCc1ccccc1)S(=O)(=O)c1cccc2nsnc12,0,0.88,12,-2,1.1,6,-7,0,14
CN1N=C(C(=O)Nc2ccc3c(c2)CCC3)CCC1=O,1,1,-1,-1,1,0,-2,-2,-0.1
CCCn1ncc2c(Nc3ccc(C)c(C)c3)ncnc21,-7,1.1,-6,-3,0.86,4,14,4,-3.0
c1ccc(-c2csc(Nc3cccnc3)n2)nc1,2,1.1,-11,-8,1,-6,-4,-3,-0.6
CC1CCN(C(=O)c2[nH]cnc2C(=O)Nc2ccc(Cl)cc2)CC1,-12,1.2,-21,-8,1,-1,0,0,0.1
COc1cccc(N=C2SC(CC(=O)Nc3ccccc3)C(=O)N2Cc2ccccn2)c1 (configuration not stated),-16,1.1,-13,-3,1.1,0,-8,0,-1.1
C=CCn1c(=O)c(C(=O)NCc2ccccc2Cl)c(O)c2ccccc21,-1,0.94,6,-5,0.96,-5,4,-2,1.0
O=C1C(Cc2ccccc2)S/C(=N/N=C/c2ccco2)N1c1ccccc1 (configuration not stated),-8,1.1,-14,4,0.92,3,8,2,-1.6
COC(=O)CNc1c(-c2ccccc2)nc2ccc(Br)cn12,-2,0.97,3,0,1,0,-4,-3,3.3
CC1CCc2c(sc(NC(=O)c3c([N+](=O)[O-])cnn3C)c2C(N)=O)C1 (configuration not stated),2,1.1,-8,-2,0.95,-4,5,-3,-0.1
O=C(Nc1nc2nccc(-c3ccccc3)n2n1)c1ccccc1,-6,1.1,-6,0,0.98,-2,2,-2,1.3
COc1cc(/C=C2\C(=N)N3N=C(C(C)C)SC3=NC2=O)ccc1OCCOc1ccc(NC(C)=O)cc1,6,0.94,6,12,0.94,2,6,-6,-0.2
COc1ccc(C2=C/C(=C\c3ccc(OC(C)=O)cc3)C(=O)O2)cc1,-3,0.87,13,3,0.86,9,14,-7,2.5
CC(=O)c1nn(-c2cccc(Br)c2)cc1C(=O)c1ccc(Cl)cc1,0,1.2,-16,-4,0.94,-1,6,3,4.2
COc1ccccc1NS(=O)(=O)c1cc(NC(=O)c2ccc(=O)[nH]c2)ccc1N1CCOCC1,1,0.97,3,-9,1.1,8,-10,-1,-0.2
CCOC(=O)C(c1ccccc1)C(Nc1ccc(F)cc1)c1ccccn1 (configuration not stated),-2,0.9,10,0,0.94,-2,6,-3,1.3
Cc1ccc(N(Cc2ccc(C(=O)NC3CCCCC3)cc2)S(C)(=O)=O)cc1C,-1,1,0,-1,0.94,-2,6,1,0.0
Cc1ccc(S(=O)(=O)NC(=S)NC2CCCCC2)cc1,-5,0.85,14,-13,0.96,-1,4,0,-0.6
CCN(CC)S(=O)(=O)c1ccc(OC)c(NS(=O)(=O)c2ccc(F)cc2)c1,-2,0.91,9,-4,1,-3,-4,-2,1.0
CN1C(=O)c2ccc(N3CCCC3)cc2C1=O,-5,0.96,4,-7,0.93,-7,7,1,-2.2
Cn1c(=O)c2cc(S(=O)(=O)NCCC(=O)NC3CCCCCCC3)ccc2n(C)c1=O,-4,0.81,19,-7,1,-8,-4,-1,0.2
O=C(COC(=O)c1cc(S(=O)(=O)N2CCCCC2)ccc1Cl)NC1CCS(=O)(=O)C1 (configuration not stated),0,1,0,-10,1.1,-2,-7,0,0.0
COc1ccc(Br)c(OC)c1C(=O)NC(=O)Nc1nc(C)cc(C)n1,0,1.1,-8,-9,0.98,-2,2,-4,1.7
CSCCC(NC(=O)c1ccccc1Br)C(=O)N1CCN(C(C)=O)CC1 (configuration not stated),2,1.1,-7,-8,1,-4,-2,0,-0.7
CCN(C(=O)c1ccco1)c1nnc(-c2cccnc2)s1,1,1.1,-8,-5,1,-2,0,-4,-0.8
CCC1(C)CC(CCNS(=O)(=O)c2ccc(C)cc2)(c2ccc(C)cc2)CCO1 (configuration not stated),-9,1,-5,-6,1.1,-4,-13,-5,5.3
O=C(Cn1c(=O)n(-c2ccccc2)c(=O)c2sccc21)N1CCCC1,2,0.82,18,-7,0.89,-3,12,-2,-3.2
COc1ccc([N+](=O)[O-])cc1NC(=O)C(C)OC(=O)/C=C/c1ccco1 (configuration not stated),-11,1,-5,-4,0.98,2,2,-4,0.3
Cn1c(=O)oc2cc(S(=O)(=O)NCCC(=O)N3CCN(c4ccccc4F)CC3)ccc21,-7,1,-2,-3,0.95,-1,5,0,-2.4

# From PubChem BioAssay
